# Assay outcomes: PubChem BioAssay, SRMLSC
# SKBR3 24h inh: SK-BR-3 proliferation inhibitors, primary screen, cell-based, human, 24 h; SK-BR-3 viability, CellTiter-Glo ATP luminescence; hits give low values; 41,000 tested, 0.47% active; viability, % at 10 µM; AID 847, 2007;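 active = viability at or below the median of all test compounds minus 3 SD, in both replicates if run twice, cut at about 45% in these data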;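 also: 100% = median untreated cell wells and 0% = median positive control drug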
# * marks the source's active call; other numbers are inactive results. This is a subset; the hit share may differ from the screen's.
# The opening 17 entries (preview)
SMILES,SKBR3 24h inh
COc1ccc(OC)c(C(=O)CC2OC(=O)c3ccccc32)c1 (stereo not drawn),77.7
CC(C)c1nc2oc3c(NCC4CCCO4)ncnc3c2c2c1COC(C)(C)C2 (stereo not drawn),92.7
CC1CCN(C(=O)CSc2nc(N)c3c4c(sc3n2)CN(C)CC4)CC1,86.4
O=C(NCCCN1CCOCC1)C1CC(=O)N(C2CCCCC2)C1 (stereo not drawn),77.5
COc1ccc2c(c1)cc1n2CCN=C1N,77.1
O=C(Nc1cccnc1)c1coc(=O)c2ccccc12,101.5
CCCC(=O)Nc1ccc(NC(=O)c2cccs2)cn1,89.6
COc1ccc(-c2cc3ccccc3n2CC(O)Cn2nc(C)cc2C)cc1 (stereo not drawn),82.0
N#CCC(=O)Nc1ncn(Cc2ccccc2Cl)n1,93.8
Cc1cccc(S(=O)(=O)Nc2cccc(-c3cn4ccsc4n3)c2)c1,90.9
CC(=O)N1CCc2cc(Br)cc(S(=O)(=O)N3CCN(C(=O)c4ccco4)CC3)c21,70.6
Cc1nnc(SCc2nc3ccccc3[nH]2)s1,86.0
C=C(C)Cn1c(N2CCN(CC)CC2)nc2c1c(=O)[nH]c(=O)n2C,101.1
O=C(NC1CCCCC1)NC1CC2CCC(C1)N2C(=O)NCc1ccccc1 (stereo not drawn),66.3
CCN1CCN(Cc2ccccc2NC(=O)Nc2ccc(C)cc2)CC1,105.7
Cc1cc(N(C)C)c(C#N)c(N2CCOCC2)n1,86.7
CCCS(=O)(=O)N1CCCC(C(=O)NCCCN(Cc2ccccc2)C(C)C)C1 (stereo not drawn),92.2

# Main list, from the first entry:
SMILES,SKBR3 24h inh
COc1ccc(OC)c(C(=O)CC2OC(=O)c3ccccc32)c1 (stereo not drawn),77.7
CC(C)c1nc2oc3c(NCC4CCCO4)ncnc3c2c2c1COC(C)(C)C2 (stereo not drawn),92.7
CC1CCN(C(=O)CSc2nc(N)c3c4c(sc3n2)CN(C)CC4)CC1,86.4
O=C(NCCCN1CCOCC1)C1CC(=O)N(C2CCCCC2)C1 (stereo not drawn),77.5
COc1ccc2c(c1)cc1n2CCN=C1N,77.1
O=C(Nc1cccnc1)c1coc(=O)c2ccccc12,101.5
CCCC(=O)Nc1ccc(NC(=O)c2cccs2)cn1,89.6
COc1ccc(-c2cc3ccccc3n2CC(O)Cn2nc(C)cc2C)cc1 (stereo not drawn),82.0
N#CCC(=O)Nc1ncn(Cc2ccccc2Cl)n1,93.8
Cc1cccc(S(=O)(=O)Nc2cccc(-c3cn4ccsc4n3)c2)c1,90.9
CC(=O)N1CCc2cc(Br)cc(S(=O)(=O)N3CCN(C(=O)c4ccco4)CC3)c21,70.6
Cc1nnc(SCc2nc3ccccc3[nH]2)s1,86.0
C=C(C)Cn1c(N2CCN(CC)CC2)nc2c1c(=O)[nH]c(=O)n2C,101.1
O=C(NC1CCCCC1)NC1CC2CCC(C1)N2C(=O)NCc1ccccc1 (stereo not drawn),66.3
CCN1CCN(Cc2ccccc2NC(=O)Nc2ccc(C)cc2)CC1,105.7
Cc1cc(N(C)C)c(C#N)c(N2CCOCC2)n1,86.7
CCCS(=O)(=O)N1CCCC(C(=O)NCCCN(Cc2ccccc2)C(C)C)C1 (stereo not drawn),92.2
COC(=O)C1C2C=CC3(CN(Cc4ccco4)C(=O)C13)O2 (stereo not drawn),83.0
O=C(NCC1CCCCC1)C1CCCN(C(=O)NC2CCCCC2)C1 (stereo not drawn),86.6
CCOC(=O)c1cc(NC(=O)N2CCCCC2)c(C)nc1C,90.8
CNC(=O)N(O)C1N(C)C(=O)N(CC(=O)OC)C1(C)C (stereo not drawn),96.3
CCC(=O)Nc1ccc(NC(=O)c2cccc(OC)c2)nc1,102.3
O=C(NCc1ccccn1)c1c(Cl)cccc1Cl,87.0
CCc1nc(N)c(C#N)c(-c2cccnc2)c1C,97.0
O=C1C=C(O)CC(c2ccc(Cl)cc2)C1 (stereo not drawn),93.8
Cc1ccc2c(c1)N(CCC(=O)NC1CC1)C(=O)C(C)O2 (stereo not drawn),95.9
COc1ccc(CN(C)CCc2ccccn2)cc1OC,98.4
CN(C)c1ccc(NC(=O)c2cccc(N3C(=O)CCC3=O)c2)cc1,106.1
CSc1nsc(SCCN2C(=O)c3ccccc3C2=O)n1,94.6
O=C(OCc1ccccc1)Oc1cncc(C(=O)O)c1,87.5
Nc1nonc1/C(=N/O)N1CCN(CCO)CC1,120.7
CCCCC(c1nnnn1Cc1ccco1)N1CCN(c2nc3ccccc3s2)CC1 (stereo not drawn),154.6
CC(=O)c1c(N(C)C)ccnc1C(F)(F)F,104.0
N#Cc1c(NC(=O)Cn2cnc3ccccc3c2=O)oc(-c2ccccc2)c1-c1ccccc1,84.3
CCOc1ccc(/C(O)=C2/C(=O)C(=O)N(CCOCCO)C2c2ccc(F)cc2)cc1 (stereo not drawn),102.4
CC(=O)c1sc(NC(=O)c2ccc(Cn3cc(Br)cn3)o2)nc1C,104.4
CCOC(=O)C1CCN(CC(=O)Nc2c(C(=O)OC)[nH]c3cccc(C)c23)CC1,81.3
O=C(CSc1nc2ncccc2[nH]1)NCc1ccccc1,98.5
CCn1c(Cc2ccc(OC)cc2)nnc1SCC(=O)NC1CCCCC1,109.1
COc1ccc(NC(=O)c2ccco2)cc1NC(=O)c1cccs1,94.8
CC(=O)Nc1ccc(S(=O)(=O)N2CCN(C(=O)N3CCOCC3)CC2)cc1,95.0
CCOc1ccc(C2N(c3cc(C)on3)C(=O)C3CCCN32)cc1OC (stereo not drawn),84.3
CCNC(=O)N1C(=O)C2(OCCO2)c2ccccc21,133.7
N=c1c2c3c(sc2ncn1N)CCCCC3,86.0
O=C1NC(Nc2nc3ccccc3s2)(C(F)(F)F)C(=O)N1C1CCCCC1 (stereo not drawn),93.9
Cc1ccc(CNC(=O)c2ccc(Cn3nc(C)c(Cl)c3C)o2)cc1,82.7
CN(C)/C=C1\N=C(c2ccc3c(c2)OCO3)OC1=O,97.6
O=C1c2ccccc2C(=O)N1CCc1nc(-c2ccccn2)no1,86.1
Cc1ccc(C2/C(=C(\O)c3ccc4c(c3)OCCO4)C(=O)C(=O)N2CCCN(C)C)o1 (stereo not drawn),119.0
O=C(O)CCCCCN=C1CCc2ccccc2N1,81.2
CC(NC(=O)Nc1ncccn1)(C(F)(F)F)C(F)(F)F,101.1
C=CCOC(=O)C1=C(C)Nc2nnnn2C1c1cccc(OC)c1OC (stereo not drawn),75.9
CCOC(=O)C1(C)NC(c2ccc(OC)cc2OC)C2C(=O)N(c3cccc(OC)c3)C(=O)C21 (stereo not drawn),99.9
COc1c(C)cc(Br)cc1C(=O)Nc1cccc(NC(=O)c2ccco2)c1,81.3
C=CCNc1nc(C)nc(OC)n1,99.5
O=C1c2ccccc2S(=O)(=O)N1CC(O)COc1ccc(Br)cc1 (stereo not drawn),100.6
O=C(c1ccc2c(c1)OCCO2)C1CCN(S(=O)(=O)c2cccc(F)c2)CC1,82.9
O=S(=O)(c1cccc2c(S(=O)(=O)N3CCCC3)cccc12)N1CCCC1,95.7
Cc1ccc(NC2=CC(=O)CCC2)cc1C,86.6
CCCc1nc2oc3c(N4CCNCC4)ncnc3c2c2c1CCCC2,70.7
# (more compounds)
SMILES,SKBR3 24h inh
Cc1nnc(C)n1/N=C/c1ccc(C(C)C)cc1,84.1
COc1ccccc1NC(=O)CC1C(=O)Nc2c1c(=O)n(C)c(=O)n2C (stereo not drawn),85.8
O=C(NCc1ccccc1)c1noc2c1CCCCC2,99.2
Cc1ccc(NC(=O)CS(=O)CC(=O)N(c2ccccc2)C(C)C(=O)NC2CCCC2)cc1 (stereo not drawn),125.2
COc1ccc(-c2nc(C#N)c(N3CCCCCC3)o2)cc1OC,81.5
COc1ccc(C2C=C(c3ccc(Cl)cc3)Nc3nc(NC(C)=O)nn32)cc1 (stereo not drawn),66.0
CCCN(CCC)CCSc1nc(O)c(C(C)C)c(=O)[nH]1,91.5
CCOC(=O)c1cnc(SCC(=O)N2CCc3ccccc32)nc1N,95.2
CCCOc1ccc(C2C(C(=O)OC)=C(C)N=C3SCCC(=O)N32)cc1OCC (stereo not drawn),85.0
N#Cc1cc2c(=O)n3ccccc3nc2n(CCN2CCOCC2)c1=O,97.8
CCOc1cc(NC(=O)c2ccco2)c(OCC)cc1NC(=O)CCc1ccc(OC)cc1,66.6
COCCCN1C(=O)C(=O)/C(=C(/O)c2ccc(OCC(C)C)cc2C)C1c1cccnc1 (stereo not drawn),91.3
Cc1ccc2[nH]c3c(c2c1)CCCC3C(N)=O (stereo not drawn),86.5
CN(CC(=O)Nc1ccc(F)c(Cl)c1)S(=O)(=O)c1cccc2nsnc12,58.8
Cc1c(C(=O)O)[nH]c2c1C(=O)CC(c1ccc(Cl)cc1)C2 (stereo not drawn),96.2
COc1ccc(Br)cc1S(=O)(=O)N1CC(C)OC(C)C1 (stereo not drawn),76.5
Cc1ccc2cc(CN(CC3CCCO3)S(=O)(=O)c3c(C)ccc4nsnc34)c(=O)[nH]c2c1 (stereo not drawn),82.4
CC(=O)c1c(C)nc2ccccn12,86.3
COc1ccccc1NC(=O)Nc1ccnn1C1CCCCC1,62.1
CCOC(=O)C(NC(=O)c1ccc(OC)cc1)(Nc1cc(C)on1)C(F)(F)F (stereo not drawn),96.3
Cc1ccc(-c2nnn(CC(=O)NCCc3ccc4c(c3)OCO4)n2)o1,116.0
O=C(COc1ccc(S(=O)(=O)N2CCCCC2)cc1)N1CCCCCC1,90.7
c1ccn2c(c1)nc1c2nc2ccccn21,101.5
CCCc1[nH]nc2c1C(c1ccccc1OC)C(C#N)=C(N)O2 (stereo not drawn),92.8
CC(C)n1c(NCc2cccs2)nc2ccccc21,90.5
COc1ccc(Br)c(C(=O)Nn2c(C)nc3ccccc3c2=O)c1,82.0
O=C(Nc1nc(-c2cccs2)cs1)c1cccc(S(=O)(=O)N2CCCCCC2)c1,118.5
Nc1ccc(S(=O)(=O)Nc2ccccn2)cc1,85.3
CCc1c(C(=O)O)[nH]c2ccc(Br)cc12,87.6
CSCCC(NC(=O)c1ccccc1)C(=O)NCc1ccco1 (stereo not drawn),91.2
CCCCOC(=O)C1=C(C)Nc2nnnn2C1c1ccc(OC)c(OC)c1OC (stereo not drawn),80.4
O=C(OCCN1CCCCC1)c1ccccc1Cl,114.4
CC(C)CC(NC(=O)OC(C)(C)C)C(=O)NCc1ccccc1 (stereo not drawn),69.8
CC(C)C(NC(=O)CC12CC3CC(CC(C3)C1)C2)C(=O)O (stereo not drawn),109.4
O=C(NCCC1=CCCCC1)C1CCCN(S(=O)(=O)c2ccccc2)C1 (stereo not drawn),82.0
CC1CCN(S(=O)(=O)c2ccc(NC(=O)c3cccs3)cc2)CC1,102.8
CCN(CC)S(=O)(=O)c1ccc(C(=O)NCCc2cc3c(OC)ccc(OC)c3[nH]c2=O)cc1,75.1
c1ccc2c(c1)NC1(CCCCC1)n1c-2nc2ccccc21,90.4
CCCCCCOc1ccc(N2C(=O)CC(N3CCN(C(=O)c4ccco4)CC3)C2=O)cc1 (stereo not drawn),89.7
CC(=O)Nc1ccc(S(=O)(=O)Nc2cc(C)c(-n3nc4ccccc4n3)cc2O)cc1,85.5
COc1cc(NC(=O)C2CCN(S(=O)(=O)c3cccc4nonc34)CC2)cc(OC)c1,90.4
COCCn1c(Sc2nc(C)cs2)nc2c1c(=O)[nH]c(=O)n2C,101.2
O=C(CSc1nnnn1C1CCCC1)Nc1cccc(NC(=O)c2ccco2)c1,120.8
COc1cc(OC)cc(C(=O)N2CCC(n3c(C)nc4cc(F)ccc43)CC2)c1,86.6
CCCCCc1nnc(NC(=O)OCCC)s1,104.5
O=C(Nc1ccccc1)c1ccc(S(=O)(=O)N(CCO)CCO)cc1,84.3
COc1ccccc1Nc1nc(N)nc(CN2CCN(c3ccccc3F)CC2)n1,109.7
COc1ccc(C)cc1S(=O)(=O)N(C)CC(=O)Nc1ccc2c(c1)OCO2,90.2
Cc1ccc(C(=O)CSc2nc3ccccc3c(=O)n2N)o1,111.6
CCCn1nnc(NC(=O)c2cc3ccccc3o2)n1,99.0
O=C(NCc1cccs1)c1ccc(Cl)s1,84.0
CCOC(=O)c1[nH]c2ccc(F)cc2c1NC(=O)C(C)N1CCc2cc(OC)c(OC)cc2C1 (stereo not drawn),79.9
CCCCc1nc(N2CCOCC2)c(C#N)c2c1CCCC2,96.2
CC(C)C1=C2OC(N)=C(C#N)C(C#N)=C2C(C)CC1 (stereo not drawn),88.7
CCC1S/C(=C(\C#N)C(=O)NCc2ccco2)N(c2ccc(Br)cc2)C1=O (stereo not drawn),104.7
CCOC(=O)N1CCC(NC(=O)c2sc(-n3cccc3)nc2C)CC1,70.9
Cc1cc(C)n2cc(CSc3nnnn3-c3ccccc3C)nc2n1,83.8
Cc1ccc(N2C(=O)C(Cl)=C(NCCO)C2=O)c(C)c1,96.8
O=C(c1ccccc1Cl)N1CCN(c2ccccn2)CC1,98.1
Cn1c(CNc2ccc(Cl)cc2)nnc1SCc1ccccc1,112.1
# (next part)
SMILES,SKBR3 24h inh
CCn1c(SCC(=O)NCCOc2ccccc2)nc2ccccc2c1=O,91.1
CCC1(CC)C(=O)C(C)(C)C(=O)OC1c1cccs1 (stereo not drawn),90.2
N#C/C(=C(/O)CN1C(=O)c2ccccc2C1=O)c1nc2ccccc2[nH]1,93.6
O=C1CCCN1CCCN1C(=O)N[C@@H](Cc2ccccc2)C1=O,92.3
COc1ccc2[nH]cc(C(O)CN3CCN(c4ccccc4)CC3)c2c1 (stereo not drawn),104.1
CC1CCCN(S(=O)(=O)c2ccc(NC(=O)c3cccc(-n4cnnn4)c3)cc2)C1 (stereo not drawn),70.2
COc1ccc(N2C(=NC(C)=O)SC3CS(=O)(=O)CC32)cc1OC (stereo not drawn),106.6
COc1ccc(S(=O)(=O)Nc2cc(Cl)ccc2OC)cc1,119.2
O=S(=O)(NCCCO)c1ccc2c(c1)Cc1cc(S(=O)(=O)NCCCO)ccc1-2,96.1
O=C(O)CCC(NS(=O)(=O)c1ccc(N2CCCC2=O)cc1)C(=O)O (stereo not drawn),97.5
CC(=O)CCc1oc2ccc(NC(C)=O)cc2c1-c1ccc(C)o1,70.5
CCOC(=O)C1=C(C)N(c2ccccc2)C(=O)C1CC(=O)O (stereo not drawn),90.0
CCSCCNC(=O)c1cncc(Br)c1,90.3
